OX1R antag-1 – OX1R (HCRTR1) antagonists, primary screen, fluorescence, CHO/OX1R cells, Fluo-8 calcium, orexin A | inhibition, % at 5 µM | Orexin/Hypocretin receptor type 1 (Homo sapiens), O43613 | Fluo-8 calcium fluorescence | actives 0.43% (n = 330,000) | AID 434989, 2010;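 active = inhibition above its plate's threshold, mean inhibition of all tested compounds on the plate plus 3 SD, cut at about 37% in these data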;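 note: 0% = orexin A challenge wells and 100% = SB-334867-A antagonist wells; not every result past the cut was called active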
Target sequence (O43613 whole entry, looked up): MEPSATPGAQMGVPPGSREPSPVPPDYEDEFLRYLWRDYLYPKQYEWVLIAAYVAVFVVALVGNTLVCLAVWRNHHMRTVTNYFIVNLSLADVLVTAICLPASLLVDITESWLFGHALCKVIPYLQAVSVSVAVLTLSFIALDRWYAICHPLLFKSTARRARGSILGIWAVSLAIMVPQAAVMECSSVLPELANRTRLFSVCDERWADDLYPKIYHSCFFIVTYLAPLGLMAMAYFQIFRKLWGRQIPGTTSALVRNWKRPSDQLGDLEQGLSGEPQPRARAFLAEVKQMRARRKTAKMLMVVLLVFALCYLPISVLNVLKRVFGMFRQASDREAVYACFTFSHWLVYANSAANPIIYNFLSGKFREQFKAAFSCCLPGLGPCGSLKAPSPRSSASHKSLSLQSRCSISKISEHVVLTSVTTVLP
OX1R antag-2 – antagonists of human orexin 1 receptor (OX1R); AID 485270, 2010; OX1R-expressing cells, FRET antagonist read-out; Orexin/Hypocretin receptor type 1 (Homo sapiens), O43613; actives 1.8% (n = 330,000); inhibition, % at 6.6 µM; in the data active = inhibition mostly above about 38%, no sharp cut-off; inactive = mostly below about 40%;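 note: 0% = agonist challenge alone and 100% = reference antagonist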
The depositor's hits bear a star.

SMILES	OX1R antag-1	OX1R antag-2
COc1ccc(OC)c(S(=O)(=O)N2CCN(c3ccccc3OC)CC2)c1	-34	-4
CC(C)c1ccc(C(=O)OC2CCOC2=O)cc1 (configuration not stated)	-8	27
COc1ccc(Br)cc1C(=O)Nc1cccc(NC(=O)c2ccco2)c1	-11	44*
CCN1C(=O)/C(=C\N2CCCc3ccccc32)SC1=S	-1	24
CC(=O)NC(Nc1c(C)n(C)n(-c2ccccc2)c1=O)C(Cl)(Cl)Cl (configuration not stated)	-11	20
C/C(=N\Nc1cccc(C(=O)O)c1)c1ccc(Cl)s1	5	18
O=C(COc1ccc([N+](=O)[O-])cc1)NNC(=S)NC(=O)c1ccc(Br)cc1	-18	9
O=C(O)c1ccccc1Cc1nc2cc(Cl)ccc2c(=O)[nH]1	-4	6
Cc1csc(NC(=O)CSc2nnc(-c3cccs3)n2C)n1	-17	8
Cc1ccc(-c2csc3nc(SCC(=O)Nc4ccc(Cl)c(C(=O)O)c4)[nH]c(=O)c23)cc1	-19	-1
COC(=O)[C@@H]1CCCN1C(=O)CCc1nnc(CCc2c[nH]c3ccccc23)o1	-17	2
CNC(=S)NCCc1c[nH]c2ccc(OC)cc12	-3	16
NNC(=O)c1cc2nc(-c3cccs3)cc(C(F)(F)F)n2n1	-23	26
Cc1cc(C(=O)N2CCN(S(=O)(=O)c3ccc(F)c(Cl)c3)CC2)c(C)o1	-9	-1
COc1ccc(/C=C/C(=O)Nc2ccccc2F)cc1S(=O)(=O)N1CCOCC1	-20	8

Single records, from the list above. Order of values: OX1R antag-1	OX1R antag-2
COC(=O)[C@@H]1CCCN1C(=O)CCc1nnc(CCc2c[nH]c3ccccc23)o1 as listed: -17	2
O=C(O)c1ccccc1Cc1nc2cc(Cl)ccc2c(=O)[nH]1 as listed: -4	6
Cc1csc(NC(=O)CSc2nnc(-c3cccs3)n2C)n1 as listed: -17	8
COc1ccc(/C=C/C(=O)Nc2ccccc2F)cc1S(=O)(=O)N1CCOCC1 as listed: -20	8

The main list resumes, repeating the seven entries before the break.
SMILES	OX1R antag-1	OX1R antag-2
Cc1csc(NC(=O)CSc2nnc(-c3cccs3)n2C)n1	-17	8
Cc1ccc(-c2csc3nc(SCC(=O)Nc4ccc(Cl)c(C(=O)O)c4)[nH]c(=O)c23)cc1	-19	-1
COC(=O)[C@@H]1CCCN1C(=O)CCc1nnc(CCc2c[nH]c3ccccc23)o1	-17	2
CNC(=S)NCCc1c[nH]c2ccc(OC)cc12	-3	16
NNC(=O)c1cc2nc(-c3cccs3)cc(C(F)(F)F)n2n1	-23	26
Cc1cc(C(=O)N2CCN(S(=O)(=O)c3ccc(F)c(Cl)c3)CC2)c(C)o1	-9	-1
COc1ccc(/C=C/C(=O)Nc2ccccc2F)cc1S(=O)(=O)N1CCOCC1	-20	8
COC1C(C)=C(C)C(=O)N1Cc1ccc(F)cc1 (configuration not stated)	-8	3
CCn1c(C(O)c2ccc3c(c2)OCO3)nc2ccccc21 (configuration not stated)	-13	12
CC(C)CN(C(=O)COc1ccc(-c2nnco2)cc1)C1CCS(=O)(=O)C1 (configuration not stated)	0	16
O=C(NCCN1CCOCC1)c1ccc(Cl)c(S(=O)(=O)N2CCCCCC2)c1	-18	4
CN(C)CCCN(C(=O)c1ccc(S(=O)(=O)N2CCCCCC2)cc1)c1nc2ccc(F)cc2s1	-37	7
Cc1ccc(NC(=O)CC(C)S(=O)(=O)c2ccc3c(c2)NC(=O)CO3)cc1C (configuration not stated)	-15	20
COC(=O)[C@@]12CCCN1[C@H](c1ccc(-c3ccc(C(C)=O)cc3)c(OC)c1)[C@H]1C(=O)N(C)C(=O)[C@H]12	-5	12
CCN(CC)CCNC(=O)c1cn(CC)c2cc(N3CCN(C(=O)c4ccco4)CC3)c(F)cc2c1=O	-6	36
Cc1ccc(S(=O)(=O)NC2(C(F)(F)F)NC(=O)N(CCc3ccccc3)C2=O)cc1 (configuration not stated)	-2	12
Clc1ccccc1-c1ccc(/C=N/n2cnnc2)o1	1	8
CCS(=O)(=O)N1Cc2ccccc2CC1C(=O)Nc1cc(S(C)(=O)=O)ccc1Cl (configuration not stated)	-18	21
CCn1cc(C(=O)N2CCN(c3ccc([N+](=O)[O-])cc3)CC2)c(=O)c2ccc(C)nc21	-34	45*
CCOC(=O)N1CCN(C(=O)c2cccc(NC(=O)c3ccco3)c2)CC1	-11	7
CC(=O)NC(CSc1cc(C)nc2ccc(Br)cc12)C(=O)O (configuration not stated)	-11	8
COc1cccc(-c2ncc3ccccn23)c1	-28	9

Quoted at random: three entries already listed
SMILES	OX1R antag-1	OX1R antag-2
CCn1c(C(O)c2ccc3c(c2)OCO3)nc2ccccc21 (configuration not stated)	-13	12
CC(C)c1ccc(C(=O)OC2CCOC2=O)cc1 (configuration not stated)	-8	27
CNC(=S)NCCc1c[nH]c2ccc(OC)cc12	-3	16

Following part
SMILES	OX1R antag-1	OX1R antag-2
O=C(CN1C(=O)NC2NC(=O)NC21)NN=C1CCCC1 (configuration not stated)	-7	4
CCOc1ccc2[nH]c(=O)c(CN(Cc3ccc(C)cc3)C(=O)N3CCCC3)cc2c1	-21	1
COCCCNC(=O)CN(Cc1ccccc1)S(=O)(=O)c1ccccc1	-22	8
CCOC(=O)C(CCC(=O)O)(CCC(C)C)c1csc(N)n1 (configuration not stated)	-4	4
COc1ccc2[nH]c(=O)c(CN(CC3CCCO3)C(=S)Nc3ccc(C)cc3)cc2c1 (configuration not stated)	-35	22
CC(C(=O)O)N(C(=O)c1ccccc1)c1ccc(F)cc1 (configuration not stated)	1	13
N#Cc1ccc(N2CCN(c3ccc(F)cc3)CC2)cc1	-4	11
CCOC(=O)c1[nH]c2ccc(OC)cc2c1N=CN(C)C	6	5
CCOC(=O)c1cnn(-c2ccccc2)c1-n1cccc1C(=O)C(=O)Nc1ccc(OC)cc1	-18	19
C[C@H](CO)N1C[C@H](C)[C@@H](CN(C)C(=O)Nc2ccccc2)Oc2c(NS(=O)(=O)c3cn(C)cn3)cccc2C1=O	-4	4
C=CCn1c(=O)/c(=C2/SC(C)=C(C)N2CC)s/c1=C1/C(=O)N(CC)C(=S)N1c1ccccc1	-20	26
CN(C)S(=O)(=O)c1cccc(NC(=O)c2ccccc2OCc2ccc(F)cc2)c1	18	5
Cc1ccc(C(=O)NC2(O)C(=O)c3ccccc3C2=O)cc1C	-13	2
COCCNc1nc(C)cc(-c2cc(C(=O)Nc3ccccc3)on2)n1	-19	-2
O=C(O)C(Cc1ccccc1)N=C(NS(=O)(=O)c1ccccc1)c1ccccc1 (configuration not stated)	-7	-2
CC1CCCC(NC(=S)Nc2cccc(S(=O)(=O)N(C)C)c2)C1C (configuration not stated)	-28	10
COc1ccccc1P(=O)(c1ccccc1)c1ccccc1NC(C)=O (configuration not stated)	4	6
COc1ccc(Cc2nnc(NC(=O)c3ccc(C)cc3)s2)cc1OC	-7	0
Cc1cccc(N=C2C(=O)Nc3c(Cl)cccc32)c1	-4	6
CCOC(=O)c1c(C)[nH]c(C(=O)CSc2nnc(-c3cccs3)n2Cc2ccccc2)c1C	-27	17
O=C1NCCN1CCNS(=O)(=O)c1ccccc1[N+](=O)[O-]	1	18
COc1cccc(NC(=O)C(C)C)c1	-4	10
O=C1CCC(=O)N1OCCCOc1ccc2c(c1)CCC2	-18	1
O=C(c1ccco1)N(Cc1cccs1)C1CCS(=O)(=O)C1 (configuration not stated)	3	-1
CC(=O)c1sc(NC(=O)C2(F)C(F)(F)C(F)(F)C(F)(F)C(F)(F)C2(F)F)nc1C	35	80*
Cc1cc(NC(=O)c2ccc(Cn3nc(C)c(Br)c3C)o2)no1	-8	2
Cc1ccc(-n2ncc(C(=O)N3CCN(C(=O)c4ccco4)CC3)c2-n2cccc2)cc1	-20	19
CC(C)(C)C(=O)Nc1nnc(CC(=O)NCc2ccccc2)s1	-8	32
O=c1c2ccccc2ncn1C1CCCCC1	4	5
CCOc1ccc(S(=O)(=O)Nc2ncn[nH]2)cc1	-11	11
O=[N+]([O-])c1cc(-c2csc(NCCc3nc4cc(Cl)c(N5CCCCC5)cc4n3CCCO)n2)ccc1Cl	-9	25
O=C(c1ccccc1)N1CCCCC(S(=O)(=O)c2ccc3ccccc3c2)C1=O (configuration not stated)	-28	29
COC(=O)C12CCC(C)(c3nc4ccccc4nc31)C2(C)C (configuration not stated)	-7	20
CCCNC(=S)N1CCC(n2cnc3ccccc32)CC1	-18	21
COc1cccc(C2=CC(c3cccs3)n3nnnc3N2)c1 (configuration not stated)	1	24
C=CCC[C@H](Cc1ccc(F)cc1)C(=O)OC[C@H](Cc1c[nH]c2ccccc12)NC(=O)[C@H](CC=C)CC(=O)N[C@H](CO)Cc1ccccc1	-2	12
CC1(c2cc(F)ccc2F)NC(=O)N(CC(=O)Nc2cccc(S(=O)(=O)N3CCCC3)c2)C1=O (configuration not stated)	-27	10
COc1ccc(-c2cc(C)no2)cc1S(=O)(=O)NCCc1ccco1	2	7
CCCCN(C)CCNC(=O)C(=O)c1c(C)[nH]c2ccccc12	-5	31
Cn1c2ccccc2c2n[nH]c(=O)nc21	-16	47
CS(=O)(=O)Oc1ccc(/C=N/NC(=O)c2ccncc2)cc1	-9	4
Cc1ccc(NS(=O)(=O)c2ccc(Cl)s2)cc1S(=O)(=O)N(C)C	-11	16
CN(C)c1nc(N)nc(CSc2ccccn2)n1	5	7
Cc1c(Br)c([N+](=O)[O-])nn1CC(=O)Nc1ccc(C(C)C)cc1	-6	24
CCN(CC)CCn1c2c(c(SCC(=O)Nc3ccc4c(c3)OCO4)nc1=O)CCC2	-15	19
C=CCOc1c(OC)cc(/C=N/Nc2cccc(C(=O)O)c2)c(Br)c1Br	-2	12
O=C(NC1CCCCC1)c1cc(-n2cnnc2)ccc1Cl	-8	1
COc1ccc(NC(=S)NN2CCN(C)CC2)cc1OC	-9	12
Cc1ccccc1C(=O)NC(C(=O)Nc1nc2c(s1)CCCC2)C(C)C (configuration not stated)	-39	22
CC(=O)N1CCN(c2ccc(NC(=O)c3cccc([N+](=O)[O-])c3)cc2)CC1	-17	17
Cc1cccc2[nH]c(CN(C)C(=O)CC3C(=O)NCCN3CC(C)(C)C)nc12 (configuration not stated)	-26	7
CCN1C(=O)[C@H]2[C@@H](c3ccc(-c4ccc(C(C)=O)cc4)c(OC)c3)N[C@@](Cc3ccccc3)(C(=O)OC)[C@H]2C1=O	-16	24
CSc1ccc(S(=O)(=O)Nc2ccc3c4c(cccc24)CC3)cc1	-8	16
CC(Oc1ccccc1)C(=O)Nc1nc(-c2ccncc2)cs1 (configuration not stated)	-7	5
CCn1nnc(NC(=O)c2cccnc2Cl)n1	-13	17
CCSc1nc2c(c(=O)[nH]c(=O)n2C)n1CC(O)COc1ccccc1C (configuration not stated)	-17	3
O=C(CCS(=O)(=O)Cc1ccccc1)Nc1nc2c(s1)CCCC2	-28	24
Cc1ccc(S(=O)(=O)NC(C(=O)O)c2ccccc2)cc1 (configuration not stated)	-24	11
Cc1ccc(S(=O)(=O)N2CCOCC2)cc1NC(=O)COC(=O)CCc1c[nH]c2ccccc12	32	30
Cc1cc(C)n(-c2ccc(C(=O)N3CCN(S(=O)(=O)c4ccc(Cl)cc4)CC3)cc2)n1	-4	4

New compounds follow.
SMILES	OX1R antag-1	OX1R antag-2
Cc1ccc(-n2c(SCC(=O)NC3CCS(=O)(=O)C3)nc3ccccc3c2=O)cc1C (configuration not stated)	-19	8
CCOC(=O)c1ccccc1NC(=O)c1c(O)c2ccccc2n(CC)c1=O	-32	11
Cc1ccc(S(=O)(=O)N(C)C)cc1NC(=O)c1ccccc1Br	-17	18
CCOC(=O)C(=O)NN=C(c1ccccc1)c1ccccc1	-17	1
NC(=O)NC(=O)CN1C(=O)NC2(CCOc3ccccc32)C1=O (configuration not stated)	-4	11
O=C(CNC(=O)c1cccs1)N/N=C/c1cccc(Cl)c1	-9	1
CCN(CC)C(=O)C1CCCN(C(=O)c2cc(COc3ccc4ncccc4c3)on2)C1 (configuration not stated)	-10	7
CCOC(=O)C1CCN(C(=O)CN(c2cccc(C(F)(F)F)c2)S(C)(=O)=O)CC1	-10	18
CC(c1ccccc1)N1CC(C(=O)N2CCN(c3ccccc3)CC2)CC1=O (configuration not stated)	-24	16
CS(=O)(=O)c1nc(S(=O)(=O)c2ccc(Cl)cc2)c(NCCCN2CCCC2=O)s1	-11	3
Cc1[nH][nH]c(=O)c1C(c1cc(Br)ccc1O)c1c(C)[nH][nH]c1=O	-18	2
Cc1ccc(S(=O)(=O)NNC(=O)C(O)(c2ccccc2)c2ccccc2)cc1	-16	21
Cc1c(C#N)c2ncn(CC#N)c(=O)c2n1-c1ccccc1	-2	16
CNC(=S)N1CCN(c2ccc(OC)cc2)CC1	-10	-1
Cc1cccc2[nH]c(SCC(=O)N3CCOCC3)nc12	0	13
COc1ccc(Cn2c(O)c(C=Nc3ccc(OC)cc3)c3ccccc3c2=O)cc1	-2	0
COc1cc(OC)c(S(=O)(=O)N2CCN(C(=O)c3ccccc3F)CC2)cc1NC(C)=O	0	19
CCC(C)c1ccccc1OCCCCN1CCCC1 (configuration not stated)	-16	10

High-throughput results deposited in PubChem BioAssay by The Scripps Research Institute Molecular Screening Center.
